TAAR1 antagonist: human TAAR1 antagonism; Q96RJ0; actives 1.5% (n = 360,000); CHO RD-HGA16 TAAR1, Fluo-8 calcium fluorescence, antagonist; inhibition, % at 3 µM;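 active = inhibition above a per-plate cutoff, the mean inhibition of test compounds on that plate plus 3 SD, cut at about 49% in these data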;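 note: 0% = DMSO plus EC80 beta-PEA response and 100% = DMSO alone without agonist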
Target sequence (Q96RJ0 whole entry, looked up): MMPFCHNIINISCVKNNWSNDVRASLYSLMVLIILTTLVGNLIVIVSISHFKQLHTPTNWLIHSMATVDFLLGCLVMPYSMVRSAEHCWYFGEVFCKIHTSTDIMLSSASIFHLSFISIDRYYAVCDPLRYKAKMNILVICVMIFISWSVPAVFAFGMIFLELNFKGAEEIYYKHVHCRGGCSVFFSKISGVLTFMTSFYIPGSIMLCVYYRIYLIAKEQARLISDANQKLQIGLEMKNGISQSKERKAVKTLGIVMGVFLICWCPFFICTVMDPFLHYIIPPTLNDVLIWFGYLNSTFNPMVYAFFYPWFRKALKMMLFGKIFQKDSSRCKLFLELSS
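test system = CHO RD-HGA16 cells bearing hTAAR1 | replication = singlicate | controls = DMSO-only wells and EC80 β-PEA-stimulated wells | reagent = EC80 β-phenethylamine stimulus | read-out basis = percent inhibition of PEA-evoked calcium signal, max/basal emission ratio | schedule = seeding 17-24 h prior, 75-min 37 °C, 30-min RT dye loading | signal = kinetic Fluo-8 calcium fluorescence measurement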
TAAR1 ag: human TAAR1 agonism; Q96RJ0; CHO RD-HGA16 TAAR1, Fluo-8 calcium fluorescence; vehicle wells 0%, saturating PEA agonist 100%; activation, % at 3 µM; actives 0.99% (n = 360,000);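 active = activation above the mean activation of all test compounds in the run plus 3 SD, cut at about 38% in these data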
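Test system: RD-HGA16 (CHO) cells co-expressing Gα16 and hTAAR1 / Benchmarks: DMSO vehicle as 0%, PEA at EC100 as 100% / Repeats: no replicates (n 1) / Measure: % activation from peak over basal fluorescence ratio, DMSO-to-PEA scaled / Timing: 17-24 h plating, Fluo-8 75 min 37 °C, 30 min RT / Technique: kinetic Fluo-8 calcium fluorescence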
The depositor's hits bear a star. A portion of the library; rates above refer to the full screens.

SMILES	TAAR1 antagonist	TAAR1 ag
CCCCn1nnnc1C(c1ccccc1)N1CCN(c2ccc(C(F)(F)F)cc2[N+](=O)[O-])CC1 (stereo not given)	-5	-1
CCCN1CCCCC(NC(=O)c2cccs2)C1=O (stereo not given)	7	0
c1ccc2c(C(c3nnnn3-c3ccc4c(c3)OCCO4)N3CCCCC3)ccnc2c1 (stereo not given)	-9	-1
CC1CCCN(c2cccc3c2S(=O)(=O)N(Cc2cccc(Cl)c2)[C@@H](C)[C@H](c2ccccc2)O3)C1 (stereo not given in full)	-2	2
COc1ccccc1Cc1c(C(C)(C)C)nc2c(C)cc(Br)cn12	-10	1
CCCCCCC(=O)NC1CCCCN(C)C1=O (stereo not given)	6	0
C[C@@H]1ON(C)[C@H]2C[C@H]3c4cc(-c5ccc6c(c5)OCO6)ccc4CCN3C[C@@H]12	-11	0
COc1cccc(-c2sc3ccc(OC)cc3c2-c2cnc(N3CCOCC3)nc2)c1	-4	1
CN(C)CCN1CCN(C2CN(Cc3cn(Cc4ccc(Cl)cc4)nn3)S(=O)(=O)C2)CC1 (stereo not given)	-18	1
COc1ccc(Cn2cc(CN3CC(N4CCCC4)CS3(=O)=O)nn2)cc1 (stereo not given)	-6	1
O=C1NC[C@H](Cc2ccc(O)cc2)N(CCc2cccc(F)c2)C1=O	-8	1
O=S1(=O)c2c(cccc2N2CCCC2)O[C@H](COCc2ccccc2)CN1C1CC1	24	1
O=S1(=O)N[C@@H](Cc2ccccc2)COc2cc(N3CC[C@H](O)C3)ccc21	6	3
C[C@H](c1ccccc1)N1C[C@H](COCc2ccccc2)Oc2cc(N3CCC[C@H]3C(N)=O)ccc2S1(=O)=O	11	4
COC(=O)C1=C(C)N(Cc2cccc(C(F)(F)F)c2)C(=NCc2ccc3c(c2)OCO3)NC1c1ccccc1 (stereo not given)	48	43*
CC1(C)OC(=O)C2=C(C[C@@H](C3CCCCC3)O[C@@H]2c2ccc(Cl)cc2)O1	-31	2
O=C(N[C@H](Cc1ccccc1)C(=O)N1CCCN(Cc2ccccc2F)CC1)[C@H]1O[C@@H](n2ccc(=O)[nH]c2=O)[C@H](O)[C@@H]1O	-28	0
Nc1[nH]c(C(=O)c2ccccc2)c(-c2ccc(Cl)cc2)c1C(=O)c1c[nH]c2ccccc12	-6	0
CCNC(=O)N1CCN(c2ccc(N3CCN(Cc4ccccc4)[C@@H](C)C3)c(C)c2)[C@H](C)C1	17	4
COc1cccc(C(=O)N[C@H](C(=O)N2CCC[C@H]2C(=O)NCCc2ccccc2Cl)c2ccccc2)c1	52*	56*
CC(C)C[C@H]1CNC(=O)C(=O)N1C[C@@H]1CCCN1C[C@H](Cc1ccccc1)N1C[C@H](CC(C)C)N(CC2CCCCCC2)C(=O)C1=O	-6	-1
O=C(OC1CC2CC1[C@H]1CCCCN1C2=O)N1CCN(c2ccccc2)CC1 (stereo not given in full)	-10	5
O=C(NCC1CCN(C(=O)C(=O)c2cc3ccccc3o2)CC1)c1ccc2c(c1)OCC2	-29	4
CC1=C(C(=O)N(C(C)C)C(C)C)CC(CC(=O)NC2CC2)C(=O)N1Cc1ccc(C(C)(C)C)cc1 (stereo not given)	-23	-1
COc1ccc(CCc2nc3ccccc3n2C(CCc2ccccc2)c2nc3ccccc3[nH]2)cc1 (stereo not given)	-17	5
CCCCNc1cccc2c1S(=O)(=O)N[C@H](C)CO2	8	1
CC(C)(C)NC(=O)C(c1ccccc1F)n1c(=O)c(-c2ccccc2)nc2ccccc21 (stereo not given)	-33	1
CC(=O)Nc1ccc(S(=O)(=O)NCC2CCN(C(=O)C(=O)c3cccs3)CC2)cc1	-7	4
C[C@H]1COc2cccc(N3CCN(Cc4ccccc4F)CC3)c2S(=O)(=O)N1	-1	1
Nc1ccn([C@@H]2O[C@H](C(=O)N[C@H](Cc3ccccc3)C(=O)N3CCN(CCO)CC3)[C@@H](O)[C@H]2O)c(=O)n1	-7	2
CCC(=O)N[C@@H]1CC[C@@H](CCNC(=O)Nc2ccc(F)cc2)O[C@@H]1CO	1	4
C#CCN1C(=O)[C@]2(OCCC=C[C@H]2C)c2cc(OC)ccc21	11	1
CC1=CC2=NC(=O)/C(=C\c3ccc(-c4ccc(Cl)cc4)o3)C(=N)N2O1	-16	2
CC(C)(C)n1nnnc1C(c1ccccc1)N1CCN(CCN2CCOCC2)CC1 (stereo not given)	12	2
O=C(NS(=O)(=O)c1ccc2ccc(S(=O)(=O)NCCSc3ccccc3)cc2c1)c1cccc2ccccc12	3	3
C[C@H](CO)N1C[C@H](C)[C@@H](CN(C)C(=O)CCC(F)(F)F)OCc2cn(nn2)CCCC1=O	-15	4
Cc1ccccc1CN1C(=O)CN(S(C)(=O)=O)CC1(C)C(=O)NC(C)C (stereo not given)	-11	1
C[C@H](CO)N1C[C@H](C)[C@@H](CN(C)C(=O)Nc2ccnc(N3CCOCC3)c2)OCc2cn(nn2)CCCC1=O	-3	6
COC(=O)CCC[C@H](C)[C@@H](NS(=O)(=O)c1ccc(C)cc1)C(C)(C)C	-16	-2
CCOc1ccc(CCN2C(=S)N([C@@H](Cc3ccc(O)cc3)CN3CCC[C@@H]3CN3C(=S)NC[C@@H]3Cc3ccc(O)cc3)C[C@@H]2Cc2ccc(O)cc2)cc1	3	1

Compound profiles, from the list above:
Listed for COC(=O)CCC[C@H](C)[C@@H](NS(=O)(=O)c1ccc(C)cc1)C(C)(C)C : TAAR1 antagonist: -16; TAAR1 ag: -2
Listed for O=C(NS(=O)(=O)c1ccc2ccc(S(=O)(=O)NCCSc3ccccc3)cc2c1)c1cccc2ccccc12 : TAAR1 antagonist: 3; TAAR1 ag: 3

Later entries.
SMILES	TAAR1 antagonist	TAAR1 ag
CCOC(=O)/C(=C\Nc1cccc(OCc2ccccc2)c1)NC(=O)c1ccccc1	23	2
C[C@H](O)[C@@H]1C(=O)N2CCc3c([nH]c4ccccc34)[C@@H]2C[C@@H]1N(C)C(=O)Nc1ccc(Br)cc1	8	3
O=C(Nc1ccc2c(c1)OCCO2)C(c1ccccc1)n1c(=O)c(-c2cc3ccccc3[nH]2)nc2ccccc21 (stereo not given)	-20	1
COc1ccc2c(c1)[C@]1(C(=O)N2C)C2=C(CCCC2=O)Oc2cc(C)oc(=O)c21	-5	0
O=C(C(=O)N1CCN(S(=O)(=O)c2ccc(OC(F)(F)F)cc2)CC1)c1cccc(C(F)(F)F)c1	-8	-2
C/C=C/c1cccc(-c2nc(C(=O)N3CCCCC3)cc3c2[C@@H](CCO)N(C(=O)NC(C)C)C3)c1	16	-1
CCCCOCCCNC(=O)C[C@@H]1C[C@@]2(C(=O)OC)CCCCC=C2N(Cc2cccc3ccccc23)C1=O	46	3
C[C@H](c1ccccc1)N1C[C@@H](COCc2ccccc2)Oc2cc(N3CC[C@@H](N(C)C)C3)ccc2S1(=O)=O	0	13
N#Cc1ccc(C(=O)NCC2CCN(C(=O)C(=O)c3cccs3)CC2)cc1	-20	1
Cc1cccc(C)c1-n1nnnc1C1c2ccccc2C(=O)N1CCCN1CCOCC1 (stereo not given)	-2	0
Nc1[nH]c(C(=O)c2ccccc2)c(-c2ccc3ccccc3c2)c1C(=O)NC1CC1	28	11
Cc1cccc(S(=O)(=O)N[C@@H]2CC[C@@H](CCNS(=O)(=O)c3ccccc3F)O[C@@H]2CO)c1	-17	1
COC(=O)[C@]12CCCCC=C1N(CCc1ccc(OC)c(OC)c1)C(=O)[C@H](CC(=O)NCc1cccs1)C2	30	7
Cc1ccc2c(COn3nnc4ccc(S(=O)(=O)N(C)C)cc43)cc(=O)oc2c1C	7	11
CCCCc1nnn2c1C1c3cc(Br)ccc3CCN1C(=O)C2 (stereo not given)	-20	2
COC(=O)[C@]12CCCCC=C1N(Cc1ccc(Cl)cc1Cl)C(=O)[C@H](CC(=O)NCC1CCCCC1)C2	2	-1
CC(C)C[C@H]1COc2c(Cl)cccc2S(=O)(=O)N1	-4	-1
C=CCN=C1NC(c2ccc(C(F)(F)F)cc2)C(C(=O)OC)=C(C)N1Cc1ccccc1C(F)(F)F (stereo not given)	12	6
Cc1ccc(S(=O)(=O)N2[C@H](CC(=O)c3ccccc3)OC[C@@H]2C(C)C)cc1	-30	-1
CCCCCNC(=O)C(c1ccnc2ccccc12)n1c(=O)c(-c2ccccc2)nc2ccccc21 (stereo not given)	-39	4
CN(C)c1cccc2c(S(=O)(=O)NCC3CCN(C(=O)C(=O)c4cc5ccccc5o4)CC3)cccc12	-11	-2
O=C(C[C@H]1CC[C@@H]2[C@H](COC[C@H](O)CN2C(=O)c2cnccn2)O1)NCc1ccc(Cl)cc1	-7	1
CCCCNC(=O)C1c2ccccc2OCC(=O)N1CC(F)(F)F (stereo not given)	-20	1
CCOC(=O)[C@]12CCC=C1N(CCC1=CCCCC1)C(=O)[C@H](CC(=O)NCCCCc1ccccc1)C2	-7	13
CC(C)C[C@H]1CN(CCCC[C@H]2CNC(=O)C(=O)N2CCC2CCCCC2)C(=O)C(=O)N1CC1CCCCC1	-4	0
CCOC(=O)[C@]12CCCC=C1N(Cc1ccccc1)C(=O)[C@H](CC(=O)NCC13CC4CC(CC(C4)C1)C3)C2	-31	2
Nc1nc2c(ncn2[C@@H]2O[C@H](C(=O)NCC3CCCCC3)[C@@H](O)[C@H]2O)c(=O)[nH]1	-15	2
COC(=O)C1=C(C)N(Cc2cccc(C(F)(F)F)c2)C(=NCc2cc(OC)c(OC)c(OC)c2)NC1c1cccc(C(F)(F)F)c1 (stereo not given)	-5	4
COC(=O)C[C@H]1CC[C@@H]2[C@H](COC[C@H](O)CN2S(=O)(=O)c2ccccc2OC)O1	-13	0
CC(C)C[C@H](NC(=O)c1ccc(Cl)c(Cl)c1)C(=O)N1CCC[C@H]1C(=O)NCc1ccccc1	-20	1
CC(C)(C)NC(=O)C(c1ccccc1F)n1c(=O)c(-c2ccco2)nc2ccccc21 (stereo not given)	-15	0
O=C1NC[C@@H](CCCCN2C[C@H](Cc3ccccc3)N(Cc3ccccc3)C(=O)C2=O)N(CC2CCCCC2)C1=O	-20	0
COc1ccc(C2=Nc3ccccc3N(C(=O)Cc3cc(OC)cc(OC)c3)C2C(=O)NC(C)C)cc1 (stereo not given)	-22	4
COc1ccc(C(C(=O)NC2CCCCC2)n2c(=O)c(-c3cc4ccccc4[nH]3)nc3ccccc32)cc1 (stereo not given)	-20	3
CCCCCCCCN1C(=O)[C@H](CC(=O)N2CCC(c3ccccc3)CC2)C[C@@]2(C(=O)OC)CC(C)(C)CC=C12	-21	0
CCOC(=O)[C@]12CCCC=C1N(CCC1=CCCCC1)C(=O)[C@H](CC(=O)N1CCCCC1)C2	-49	-2
COC(=O)C[C@H]1CC[C@H](NC(=O)c2ccc(F)cc2)[C@@H](CO)O1	-19	1
Nc1nc2c(ncn2[C@@H]2O[C@H](C(=O)NCC(F)(F)F)[C@@H](O)[C@H]2O)c(=O)[nH]1	-21	1
Cc1ccc(S(=O)(=O)N(C)[C@H]2C[C@H]3c4cc(-c5ccc6c(c5)OCO6)ccc4CCN3C[C@H]2[C@H](C)O)cc1	-32	1
Cc1cccc(C)c1-n1nnnc1C(c1ccnc2ccccc12)N1CCCN(C(=O)OC(C)(C)C)CC1 (stereo not given)	-9	-1

4 of these compounds in a different format.
| smiles | TAAR1 antagonist | TAAR1 ag |
| --- | --- | --- |
| CC1CCCN(c2cccc3c2S(=O)(=O)N(Cc2cccc(Cl)c2)[C@@H](C)[C@H](c2ccccc2)O3)C1 (stereo not given in full) | -2 | 2 |
| Nc1ccn([C@@H]2O[C@H](C(=O)N[C@H](Cc3ccccc3)C(=O)N3CCN(CCO)CC3)[C@@H](O)[C@H]2O)c(=O)n1 | -7 | 2 |
| O=C(OC1CC2CC1[C@H]1CCCCN1C2=O)N1CCN(c2ccccc2)CC1 (stereo not given in full) | -10 | 5 |
| C#CCN1C(=O)[C@]2(OCCC=C[C@H]2C)c2cc(OC)ccc21 | 11 | 1 |

Further records.
SMILES	TAAR1 antagonist	TAAR1 ag
C[C@@H]1ON(C)[C@H]2C[C@H]3c4cc(-c5ccccc5)ccc4CCN3C[C@@H]12	5	0
Cc1cc2c(c(=O)o1)[C@@]1(C(=O)N(C)c3ccccc31)C1=C(CC(C)(C)CC1=O)O2	-19	14
O=C(Cc1c[nH]c2ccccc12)Nc1ccc(Nc2cccnc2)c(-c2ccc(F)c(F)c2)c1	87*	23
CCCCCCn1cc(CN2CC(N3CCN(C4CCN(C)CC4)CC3)CS2(=O)=O)nn1 (stereo not given)	-3	2
O=Cc1ccc(-c2c(-c3ccccc3)oc3c2C(OCCCCO)CCC3)o1 (stereo not given)	1	-1
C[N+](C)(C)CCNC(=O)c1c[nH]c2ccccc12	-17	3
CCCC[C@@H]1CC2=C(C(=O)OC(C)(C)O2)[C@@H](c2ccc(F)cc2)O1	-29	-2
COC(=O)c1cc(S(=O)(=O)NCC2CCN(C(=O)C(=O)c3cccs3)CC2)cs1	-19	3
CC(C)C[C@@H](CN1CCC[C@H]1CN1C(=O)C(=O)NC[C@@H]1Cc1ccccc1)N1C[C@H](Cc2ccc(O)cc2)N(CCc2ccccc2)C(=O)C1=O	8	4

Bioassay records from PubChem.
